A549 tox = Nrf2 qHTS screen for inhibitors: counterscreen for cytotoxicity | A549 ARE-Fluc cells, CellTiter-Fluor viability, 18-24 h | Potency, µM (highest dose often 46 µM), without a hit: top-dose activity change, negative = cytotoxicity, hits mostly inhibitors | 390,000 compounds, 0.16% hits; note: potency is the fitted concentration of half-maximal effect; % is set by controls: 0 for no effect and ±100 for the full control effect
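Cytotoxicity counterscreen: CellTiter-Fluor fluorescence was measured in A549 ARE_Fluc cells after 18-24 h of compound exposure in a concentration series. The subsequent BugLite luminescent read reports ARE-luciferase activity.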
TGFb SMAD3 inh = qHTS for Inhibitors of TGF-b; AID 588855, 2011; 410,000 compounds, 1.2% hits; Potency, µM (highest dose often 46.1 µM), for inactives: top-dose activity, negative = inhibition, most hits filed as inhibitors; HepG2 CAGA-GFP TGF-b/SMAD3 reporter, GFP fluorescence, 18 h; TGF-beta stimulated, 500 pg/mL final; note: potency is the fitted concentration of half-maximal effect; % is set by controls: 0 for no effect and ±100 for the full control effect; nearly all actives have a fitted effect of over 65% in size
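Using HEPG2 CAGA-GFP reporter cells at 1000 cells/well, we pinned test compounds, stimulated with recombinant TGF-beta (500 pg/mL final) and measured total well GFP after 18 h.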
Nrf2 inh = Nrf2 qHTS screen for inhibitors. AID 504444, 2011. A549 ARE-Fluc reporter, luciferase luminescence, 18-24 h. Potency, µM (top dose mostly 46 µM), for inactives: at the highest dose activity change, negative = inhibition, usual class: inhibitors. 360,000 compounds, 2.1% hits; note: potency is the fitted concentration of half-maximal effect; % is set by controls: 0 for no effect and ±100 for the full control effect; nearly all actives have a fitted effect of over 60% in size
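In this cell-based qHTS, ARE-driven firefly luciferase in A549 cells reports Nrf2 activity; the luminescent signal after BugLite lysis is the measured value, with a prior CellTiter-Fluor read for cell health.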
HepG2 viability = qHTS for Inhibitors of TGF-b: Cytotox Counterscreen; 410,000 compounds, 0.76% hits; AID 588856, 2011; HepG2 CAGA-GFP viability, ATP luminescence, 18 h; Potency, µM (series often up to 46.1 µM), inactives show at the highest dose activity change, negative = cytotoxicity, actives largely listed as cytotoxic; note: potency is the fitted concentration of half-maximal effect; some results filed as inactive show a strong effect at the top dose
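HepG2 CAGA-GFP cells (1000/well, DMEM with 1% FBS) received compound, then TGF-beta at 500 pg/mL final, and were incubated 18 hours at 37 degrees C. Viability was read by CellTiter-Glo luminescence. Media-only wells were set as complete cell-killing and DMSO as no toxicity.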
pAkt inh = HTS Assay for Inhibitors of Akt Phophorylation: Primary Screen; Neuro2A IGF-stimulated pAkt S473 HTRF, 20 min; active compounds read low; activity change, % for hits at 50 µM; 360,000 compounds, 0.32% hits; in the data active = activity change below about -80%; inconclusive = mostly about -51% to -80%; note: % is set by controls: 0 for no effect and ±100 for the full control effect
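Single-point screen (50 µM final compound) in Neuro2A cells stimulated 20 min with 6 nM IGF at 37 deg C. After lysis, Ser473-phosphorylated Akt read by HTRF (ex 330 nm, em 615/665 nm) as the 665/615 ratio.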
Abeta yeast res = qHTS for compounds that reverse cellular toxicity of Amyloid beta (A-beta) peptide in yeast: Primary Screen; yeast expressing A-beta42, growth rescue, OD600, 48 h; response scale: 0% DMSO, 100% iron-clioquinol control; Potency, µM (highest dose often 46.1 µM), for inactives: at the top dose growth rescue, usual class: activators; AID 1347071, 2019; 410,000 compounds, 0.063% hits; note: potency is the fitted concentration of half-maximal effect; nearly all actives have a fitted effect of over 55% in size
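Growth rescue measured by 600 nm absorbance after 48 h yeast culture at 30 C with compound. Values normalized between DMSO and an equimolar ferric chloride plus clioquinol control.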
MmCpn inh = Inhibitors of TCP-1 ring complex (TRiC) of Methanococcus maripaludis (MmCpn): qHTS; 330,000 compounds, 0.031% hits; purified Mm-Cpn ATPase, ADP Transcreener TR-FRET; Potency, µM (highest dose often 76.9 µM), without a hit: top-dose activity, negative = inhibition, hits mostly inhibitors; Chaperonin Mm-Cpn (Methanococcus maripaludis); note: potency is the fitted concentration of half-maximal effect; % is set by controls: 0 for no effect and ±100 for the full control effect; nearly all actives have a fitted effect of over 80% in size
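ATPase turnover read by TR-FRET ADP competition (Eu cryptate antibody/ADP-d2, 665/590 nm): 10uM ATP final, 25nM Mm-CPN final, 30 min 37degC after 10-min compound preincubation, pH 7.4 Tris/KCl/MgCl2/DTT buffer.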
Nrf2 activator = qHTS of Nrf2 Activators; AREc32 ARE-luciferase reporter (MCF7-derived line), luminescence, 24 h; Potency, µM (highest dose often 46.1 µM), inactives show top-dose activation, actives largely listed as activators; 410,000 compounds, 0.31% hits; AID 624171, 2012; note: potency is the fitted concentration of half-maximal effect; % of control where 0% means no effect; nearly all actives have a fitted effect of over 65% in size
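ARE-driven firefly luciferase activity in AREc32 cells measured after a 24 hr compound exposure at 37 deg C, using Steady-Glo reagent and a 30 min room-temperature hold.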
CCT chaperon mod = High-Throughput Screening for Modulators of Cytosolic Chaperonin Activity | purified chaperonin ATPase assay, HTRF ADP detection, 30 min | activity change, % (concentration not given with the values), hits read low | 360,000 compounds, 0.3% hits; in the data active = activity change below about -30%; note: % is set by controls: 0 for no effect and ±100 for the full control effect
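Enzyme 40 or 20 nM (batch-dependent) in Tris pH 7.4/KCl/MgCl2/DTT; cpd 76 uM single point; ATP 10 uM; 30 min 37 °C; Transcreener ADP HTRF detection, 30 min RT; ratio 665/615.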
An asterisk follows results filed as active; & = joins results of further samples; [ ] = another dose, or the depositor's remark. Unless noted, calls come from the whole dose curve; as a rule, active = well fitted curve in the direction sought with a large enough effect; inconclusive = small, poorly fitted or top-dose-only effect, or another doubt; inactive = no such curve, though single readings can be large; an effect the other way counts as inactive or inconclusive. Compounds as they come; 4.3% or so of the library scored in one or more.

Results for Cc1c(C)c2ccc(OCC(=O)NCCCN3CCCC3=O)cc2oc1=O ?
A549 tox: 0%; TGFb SMAD3 inh: -6%; Nrf2 inh: 1%; HepG2 viability: -15%; Abeta yeast res: -13%; MmCpn inh: -7%; Nrf2 activator: -0.7%; CCT chaperon mod: 0.7

What do the screens show for `O=C(c1cc2c([nH]c1=O)CCCC2)N1CCc2c([nH]c3ccccc23)C1c1ccccc1F` (stereo not given)?
A549 tox: -2%; TGFb SMAD3 inh: -28%; Nrf2 inh: -24%; HepG2 viability: -7%; pAkt inh: inactive; Abeta yeast res: 3%; MmCpn inh: 1%; Nrf2 activator: 5.9%; CCT chaperon mod: -3.3

Results for Cc1ccc(S(=O)Cc2nc(-c3ccc(C(=O)NCc4cccc(C)c4)cc3)oc2C)cc1 (stereo not given) ?
A549 tox: 5%; TGFb SMAD3 inh: 5%; Nrf2 inh: 12%; HepG2 viability: -21%; Abeta yeast res: -16%; Nrf2 activator: -0.6%

Results for CCN(CC)S(=O)(=O)c1cc(C(=O)c2nccn2C)ccc1Cl ?
A549 tox: 16%; TGFb SMAD3 inh: -3%; Nrf2 inh: 1%; HepG2 viability: -22%; pAkt inh: inactive; Abeta yeast res: -8%; MmCpn inh: -1%; Nrf2 activator: -0.2%; CCT chaperon mod: -1.8

What do the screens show for `CCCCn1nnc(NC(=O)c2sc3cc(Cl)ccc3c2Cl)n1`?
A549 tox: -22%; TGFb SMAD3 inh: -13%; Nrf2 inh: inconclusive; HepG2 viability: -23%; pAkt inh: inconclusive; Abeta yeast res: -11%; MmCpn inh: -15%; Nrf2 activator: -0.5%; CCT chaperon mod: -7.3

What do the screens show for `COc1ccc(Cl)cc1NC(=O)CN(C)C(=O)CN1C(=O)NC(C)(C)C1=O`?
A549 tox: 3%; TGFb SMAD3 inh: -28%; Nrf2 inh: -3%; HepG2 viability: -16%; pAkt inh: inactive; Abeta yeast res: -5%; MmCpn inh: 2%; Nrf2 activator: -0.1%; CCT chaperon mod: 0.0

Results for CC(C)(C)C1CCc2nc(NC(=O)c3ccc([N+](=O)[O-])cc3)sc2C1 (stereo not given) ?
A549 tox: 2%; TGFb SMAD3 inh: 6%; Nrf2 inh: -25%; HepG2 viability: -1%; Abeta yeast res: -20%; Nrf2 activator: 0.2%

What do the screens show for `C/C(=N\Nc1ncc(Cl)cc1Cl)c1ccc(C#N)cc1`?
A549 tox: 3%; TGFb SMAD3 inh: -7%; Nrf2 inh: -7%; HepG2 viability: 64%; pAkt inh: inactive; Abeta yeast res: 9%; MmCpn inh: 4%; Nrf2 activator: -0.4%; CCT chaperon mod: -10

What do the screens show for `O=C(Cc1ccc(F)cc1)Nc1ccc(S(=O)(=O)N2CCCC2)cc1`?
A549 tox: 1%; TGFb SMAD3 inh: -6%; Nrf2 inh: -2%; HepG2 viability: 0%; pAkt inh: inactive; Abeta yeast res: 0%; MmCpn inh: 0%; Nrf2 activator: -0.7%; CCT chaperon mod: 4.0

How did COc1cc(/C=C/C(=O)N2CCCN(C(=O)/C=C/c3cc(OC)c(OC)c(OC)c3)CC2)cc(OC)c1OC do in these assays?
A549 tox: 0%; TGFb SMAD3 inh: 2%; Nrf2 inh: -16%; HepG2 viability: 11%; pAkt inh: inactive; Abeta yeast res: -23%; MmCpn inh: 2%; Nrf2 activator: 0.1%; CCT chaperon mod: 1.5

How did Cc1cc(N2CCN(C)CC2)n2cc(-c3ccc(F)cc3)nc2n1 do in these assays?
A549 tox: 1%; TGFb SMAD3 inh: -4%; Nrf2 inh: -20%; HepG2 viability: 1%; pAkt inh: inactive; Abeta yeast res: -9%; MmCpn inh: -2%; Nrf2 activator: -0.8%; CCT chaperon mod: -2.8

What do the screens show for `COc1ccc(N2CCN(c3ncnc4c3nnn4C)CC2)cc1`?
A549 tox: -1%; TGFb SMAD3 inh: 30%[activator]; HepG2 viability: 2%; Abeta yeast res: -15%; Nrf2 activator: -1.3%

What do the screens show for `Cc1ccc(OCC(=O)N/N=C\c2ccc(O)cc2)c([N+](=O)[O-])c1`?
A549 tox: -7%; TGFb SMAD3 inh: 3%; Nrf2 inh: -28%; HepG2 viability: -4%; pAkt inh: inactive; Abeta yeast res: -4%; MmCpn inh: 1%; Nrf2 activator: 2.5%; CCT chaperon mod: -0.5

How did O=C(Nc1cccc([N+](=O)[O-])c1)c1ccc(CSc2ccccc2)cc1 do in these assays?
A549 tox: -14%; TGFb SMAD3 inh: 0%; Nrf2 inh: inconclusive; HepG2 viability: -37%; pAkt inh: inactive; Abeta yeast res: -4%; MmCpn inh: -2%; Nrf2 activator: inconclusive; CCT chaperon mod: -1.8

Results for CC12CCC(=O)N1C(C(=O)Oc1cccc(F)c1)CS2 (stereo not given) ?
TGFb SMAD3 inh: 0%; HepG2 viability: 13%; pAkt inh: inactive; Abeta yeast res: 9%; Nrf2 activator: -1.5%; CCT chaperon mod: -0.4

How did COc1ccc(NC(=O)CSc2ccc(-c3cccs3)nn2)c(OC)c1 do in these assays?
A549 tox: 4%; TGFb SMAD3 inh: 13%; Nrf2 inh: -8%; HepG2 viability: 5%; pAkt inh: inactive; Abeta yeast res: 20%; MmCpn inh: -3%; Nrf2 activator: 1.6%; CCT chaperon mod: 1.9

What do the screens show for `COc1cccc(-c2nnc(SCC(=O)N3CCCCC3)o2)c1`?
A549 tox: -2%; TGFb SMAD3 inh: 33%; Nrf2 inh: inconclusive; HepG2 viability: 6%; Abeta yeast res: -7%; Nrf2 activator: 4.4%

Results for Cc1ccccc1NC(=O)COC(=O)CCc1c[nH]c2ccccc12 ?
A549 tox: 0%; TGFb SMAD3 inh: -11%; Nrf2 inh: -27%; HepG2 viability: -11%; pAkt inh: inactive; Abeta yeast res: 1%; MmCpn inh: -3%; Nrf2 activator: -0.4%; CCT chaperon mod: 1.5

What do the screens show for `Cc1cccc(NC(=O)Cn2cc(C(=O)c3ccco3)c3ccccc32)c1`?
A549 tox: inconclusive; TGFb SMAD3 inh: inconclusive; Nrf2 inh: inconclusive; HepG2 viability: -28%&-30%; pAkt inh: inactive; Abeta yeast res: 0%&0%; MmCpn inh: 1%; Nrf2 activator: -0.9%&4.1%; CCT chaperon mod: -3.3

How did COc1ccc(OC)c(-c2nn(-c3ccccc3)cc2C(=O)NC2(C)CCS(=O)(=O)C2)c1 (stereo not given) do in these assays?
TGFb SMAD3 inh: -9%; HepG2 viability: -6%; pAkt inh: inactive; Abeta yeast res: 4%; Nrf2 activator: 0.6%; CCT chaperon mod: -1.5

The last two entries of the part above come first, to join the parts.
What do the screens show for `Cc1cccc(NC(=O)Cn2cc(C(=O)c3ccco3)c3ccccc32)c1`?
A549 tox: inconclusive; TGFb SMAD3 inh: inconclusive; Nrf2 inh: inconclusive; HepG2 viability: -28%&-30%; pAkt inh: inactive; Abeta yeast res: 0%&0%; MmCpn inh: 1%; Nrf2 activator: -0.9%&4.1%; CCT chaperon mod: -3.3

How did COc1ccc(OC)c(-c2nn(-c3ccccc3)cc2C(=O)NC2(C)CCS(=O)(=O)C2)c1 (stereo not given) do in these assays?
TGFb SMAD3 inh: -9%; HepG2 viability: -6%; pAkt inh: inactive; Abeta yeast res: 4%; Nrf2 activator: 0.6%; CCT chaperon mod: -1.5

Results for C/C(=N/NC(=O)c1ccncc1)C1=C(O)CC(C)(C)CC1=O ?
A549 tox: 2%; TGFb SMAD3 inh: -3%; Nrf2 inh: -9%; HepG2 viability: -7%; pAkt inh: inactive; Abeta yeast res: -16%; MmCpn inh: 1%; Nrf2 activator: 0.3%; CCT chaperon mod: 0.1

What do the screens show for `O=C1OCC(CO)(CO)N=C1NNc1ccc(Cl)c(Cl)c1`?
A549 tox: -3%; TGFb SMAD3 inh: 13%; Nrf2 inh: 5%; HepG2 viability: 3%; Abeta yeast res: -47%[inhibitor]; MmCpn inh: 1%; Nrf2 activator: 5.5%; CCT chaperon mod: -3.7

Results for O=C(c1ccccc1-c1ccccc1)N1CCCC1 ?
A549 tox: -1%; TGFb SMAD3 inh: -1%; Nrf2 inh: 7%; HepG2 viability: -11%; pAkt inh: inactive; Abeta yeast res: 5%; MmCpn inh: -2%; Nrf2 activator: -0.7%; CCT chaperon mod: -1.2

Results for Cc1ccc(C)n1-c1nnc(N2CCC(C(=O)Nc3ccccc3Br)CC2)s1 ?
A549 tox: 3%; Nrf2 inh: -4%; HepG2 viability: -28%; Abeta yeast res: 4%; Nrf2 activator: 25%

What do the screens show for `O=C(/C=C/Nc1ccc(Oc2ccccc2Cl)cc1)c1ccco1`?
A549 tox: -10%; TGFb SMAD3 inh: -23%; Nrf2 inh: inconclusive; HepG2 viability: -29%; pAkt inh: inactive; Abeta yeast res: 8%; MmCpn inh: -1%; Nrf2 activator: 3.3%; CCT chaperon mod: -0.6

How did CC1CN(S(=O)(=O)c2cccc(C(=O)N=c3sccn3C)c2)CC(C)O1 (stereo not given) do in these assays?
A549 tox: -18%; TGFb SMAD3 inh: 1%; Nrf2 inh: 12µM*; HepG2 viability: -7%; pAkt inh: inactive; Abeta yeast res: 3%; MmCpn inh: -6%; Nrf2 activator: 2.7%; CCT chaperon mod: 2.2

Results for CC1CC(C)CN(C(=S)Nc2ccc(OC(F)F)cc2)C1 (stereo not given) ?
A549 tox: 0%; TGFb SMAD3 inh: -8%; Nrf2 inh: 3%; HepG2 viability: -9%; pAkt inh: inactive; Abeta yeast res: 8%; MmCpn inh: -1%; Nrf2 activator: 0.5%; CCT chaperon mod: -2.4

Screens: PubChem BioAssay, National Center for Advancing Translational Sciences (NCATS)
